NALP3 yeast inh: NALP3 inflammasome inhibitors in reconstituted yeast, primary screen, luminescence, uHTS. Yeast reconstituted NLRP3/ASC/caspase-1, beta-gal luminescence, 24 h. inhibition, % at 10 µM. hit rate 0.39% among 330,000. AID 2825, 2010;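 active = inhibition of 50% or more; inactive = inhibition below 50%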;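 note: plate controls were induced DMSO wells for no effect and uninduced yeast grown without galactose for full effect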
hIAP act: human IAP activators, primary screen, biochemical, luminescence, uHTS. Intestinal-type alkaline phosphatase (Homo sapiens), P09923. purified human IAP, CDP-Star luminescence, 30 min; hits give high values; 1 = vehicle-only enzyme, 0 = enzyme-free background. activation factor at 10 µM. hit rate 0.16% among 330,000. AID 2524, 2010;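 active = activation factor of the enzyme at least 2-fold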; note: the source names both 10 and 20 µM as test concentration; values of inactives mirror those of a sister screen read the other way
Target sequence (P09923 whole entry, looked up): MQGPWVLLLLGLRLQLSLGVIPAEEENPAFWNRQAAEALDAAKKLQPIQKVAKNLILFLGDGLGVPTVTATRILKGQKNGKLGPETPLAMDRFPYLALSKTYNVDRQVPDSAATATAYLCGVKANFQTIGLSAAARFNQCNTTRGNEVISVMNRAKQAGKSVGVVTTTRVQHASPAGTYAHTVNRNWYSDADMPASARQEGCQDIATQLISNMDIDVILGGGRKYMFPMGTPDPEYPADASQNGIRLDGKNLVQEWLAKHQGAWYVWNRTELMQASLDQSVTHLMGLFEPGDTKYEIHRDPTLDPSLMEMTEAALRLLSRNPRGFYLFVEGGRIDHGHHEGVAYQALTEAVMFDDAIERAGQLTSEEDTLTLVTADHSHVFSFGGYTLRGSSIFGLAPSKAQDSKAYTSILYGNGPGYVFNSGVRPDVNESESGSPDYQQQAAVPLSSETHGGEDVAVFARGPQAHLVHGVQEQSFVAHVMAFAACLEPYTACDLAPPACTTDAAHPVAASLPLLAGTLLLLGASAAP
A3G deaminase: APOBEC3G DNA deaminase inhibitors, primary screen, biochemical, fluorescence, single-stranded DNA substrate, uHTS | DNA dC->dU-editing enzyme APOBEC-3G (Homo sapiens), Q9HC16 | recombinant A3G, ssDNA deamination FAM/TAMRA fluorescence | inhibition, % at 20 µM | hit rate 0.28% among 330,000;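 active = inhibition of at least 40% at 20 µM, with no more than 30% in the related APOBEC3A deaminase screen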;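 note: plate controls were DMSO wells with A3G for no effect and wells lacking A3G enzyme for full effect; some compounds called inactive have numbers as strong as hits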
APOBEC3A inh: APOBEC3A ssDNA deaminase inhibitors, primary screen, selectivity assay for APOBEC3G inhibitor project, biochemical, FAM/TAMRA oligo cleavage fluorescence; DNA dC->dU-editing enzyme APOBEC-3A (Homo sapiens), P31941; hit rate 0.41% among 330,000; AID 493011, 2011; recombinant A3A, FAM/TAMRA ssDNA deamination fluorescence; inhibition, % at 20 µM;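 active = at least 40% inhibition at 20 µM here, with at most 30% in a related deaminase screen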;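 note: plate controls were A3A with DMSO for no effect and wells lacking A3A enzyme for full effect; some results filed as inactive read as strong as hits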
Target sequence (P31941 whole entry, looked up): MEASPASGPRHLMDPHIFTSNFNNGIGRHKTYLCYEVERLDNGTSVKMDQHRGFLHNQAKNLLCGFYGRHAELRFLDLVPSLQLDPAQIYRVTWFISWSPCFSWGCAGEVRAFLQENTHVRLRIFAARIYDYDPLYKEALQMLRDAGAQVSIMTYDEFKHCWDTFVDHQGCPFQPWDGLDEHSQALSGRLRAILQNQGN
mIAP act: activators of mouse IAP, primary screen, biochemical, luminescence, uHTS. activation factor at 10 µM. muIAP, CDP-Star luminescence, 30 min; hits give high values; 1 = vehicle-only enzyme signal, 0 = enzyme-free wells. intestinal alkaline phosphatase [Mus musculus]. hit rate 0.24% among 330,000;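 active = activation factor of at least 2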; note: the source names both 10 and 20 µM as test concentration; values of inactives mirror those of a sister screen read the other way
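Assay system: mouse IAP enzyme; reagent: chemiluminescent substrate CDP-Star; dosing: test compounds delivered from DMSO solution; schedule: 30 min at room temperature; measured by: luminescence from enzymatic CDP-Star hydrolysis; controls: DMSO-only wells and no-enzyme negative control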
MIN6 prolif: inducers of MIN6 beta-cell proliferation, primary screen, ATP luminescence, uHTS; hit rate 0.29% among 330,000; AID 2380, 2010; proliferation, % at 10 µM; MIN6 cells proliferation, ATPlite luminescence, 48 h; cells starved in 0.2% serum; 100% = growth in 10% serum;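 active = compounds whose signal lies at least 3.5 SD above the mean of all wells on their plate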;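 note: 0% = DMSO-treated cells in low-serum medium and 100% = 10% serum control; some compounds called inactive have numbers as strong as hits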
mIAP inh: inhibitors of mouse IAP, primary screen, biochemical, luminescence, uHTS; inhibition, % at 10 µM; purified mouse IAP, CDP-Star luminescence, 30 min; hit rate 0.2% among 330,000;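 active = inhibition of at least 40% at 10 µM in the primary screen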;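 note: plate controls were DMSO with enzyme for no effect and no enzyme wells for full effect; values of inactives mirror those of a sister screen read the other way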
SENP1 inh: human SENP1 catalytic domain inhibitors, primary screen, biochemical, FRET, uHTS; Sentrin-specific protease 1 (Homo sapiens), Q9P0U3; AID 624204, 2012; recombinant SENP1 catalytic domain, CyPet-SUMO1-YPet FRET cleavage; inhibition, % at 10 µM; hit rate 0.21% among 360,000;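 active = inhibition at least 30% at 10 µM, raw YFP signal under a set limit, fluorescence ratio 0.5 to 1.5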;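 note: 0% = enzyme with DMSO and 100% = no enzyme wells; some results filed as inactive read as strong as hits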
Target sequence (Q9P0U3 419-644 limits assumed): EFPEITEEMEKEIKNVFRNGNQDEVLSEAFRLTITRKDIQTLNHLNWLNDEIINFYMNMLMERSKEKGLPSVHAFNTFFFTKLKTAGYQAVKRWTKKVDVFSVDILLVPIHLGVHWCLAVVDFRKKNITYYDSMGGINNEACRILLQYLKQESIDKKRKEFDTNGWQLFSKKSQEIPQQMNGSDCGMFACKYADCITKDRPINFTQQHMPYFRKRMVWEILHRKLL
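Assay system: hSENP1 catalytic domain, recombinant. Amount: SENP1 enzyme, 20 pM final. Schedule: 50 min reaction, RT, dark. Technique: FRET, CFP and YFP emission. Control set: no-enzyme wells low, DMSO-plus-enzyme wells high control.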
hIAP block: human IAP inhibitors, primary screen, biochemical, luminescence, uHTS | inhibition, % at 10 µM | purified IAP, CDP-Star luminescence, 30 min | hit rate 0.12% among 330,000;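 active = inhibition reaching a set limit with compound at 10 µM in the primary screen, cut at about 35% in these data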;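 note: plate controls were DMSO wells with enzyme for no effect and no-enzyme buffer wells for full effect; values of inactives mirror those of a sister screen read the other way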
Starred values were filed as active, the others as inactive; . = not tested or not shown.

No.	mol	NALP3 yeast inh	hIAP act	A3G deaminase	APOBEC3A inh	mIAP act	MIN6 prolif	mIAP inh	SENP1 inh	hIAP block
1	CCN(CC)S(=O)(=O)c1cc(-c2nn(C)c(=O)c3ccccc23)ccc1C	20	1	8	16	0.94	-4	6	-1	-3
2	COc1ccccc1N(Cc1ccccc1)S(=O)(=O)c1cccc(C(=O)Nc2ccc(C)cn2)c1	2	1.1	-8	-3	0.98	-5	2	0	-10
3	CC(C)[C@@H]1NC(=O)c2cc([N+](=O)[O-])cc(I)c2NCCC[C@@H](C(N)=O)NC(=O)[C@H](CO)NC1=O	-8	0.91	-5	1	0.9	4	10	.	9
4	COc1ccc(-c2nnc3sc(C(C)N4C(=O)c5ccccc5C4=O)nn23)cc1 (configuration not stated)	24	0.88	-5	-1	0.96	-2	4	-1	12
5	COCCN(CC(=O)Nc1ccccc1C)S(=O)(=O)c1ccc(S(=O)(=O)N2CCCC2)cc1	-6	1	-4	-3	0.98	-4	2	-2	-2
6	Nc1nc2ncc(CNc3ccc(C(=O)N[C@@H](CCC(=O)O)C(=O)O)cc3)nc2c(=O)[nH]1	6	0.91	-10	-2	0.92	-1	8	-45	9
7	COc1ccc(S(=O)(=O)N2CCOC23CCN(S(=O)(=O)c2cc(C)ccc2OC)CC3)cc1	15	0.96	-4	0	0.95	3	5	-4	4
8	O=C(NNS(=O)(=O)c1ccccc1F)c1sccc1-n1cccc1	14	1	-6	-3	0.94	0	6	2	0
9	CCC(C)Sc1nc2c(c(=O)[nH]c(=O)n2C)n1CCc1ccccc1 (configuration not stated)	9	1.1	-4	-4	1	0	-1	0	-15
10	Fc1ccccc1OCCn1c(=S)[nH]c2ccccc21	33	1.1	2	-6	1	-2	-3	-1	-6
11	O=S(=O)(c1ccc(S(=O)(=O)N2CCN(C/C=C/c3ccccc3)CC2)cc1)N1CCCC1	22	0.96	1	1	0.89	0	11	3	4
12	COc1ccccc1NC(=S)NCCc1ccc(F)cc1	12	0.96	-1	0	1.1	-4	-6	1	4
13	O=C(NNC(=O)c1ccc(S(=O)(=O)N2CCCCC2)cc1)c1ccccc1	23	1	-1	0	0.92	-2	8	1	-1
14	CC(C)=CC(=O)N1CCC(N2CCC(C(=O)NCC3CCCO3)CC2)CC1 (configuration not stated)	5	1.1	-5	1	1	1	-2	-18	-8
15	COCC(=O)N1CCC(Oc2cccc(C(=O)NCc3ccccn3)c2)CC1	16	1.1	-4	-4	0.93	0	7	-2	-7
16	O=C1C(Oc2ccc(Cl)cc2)C(c2ccc3c(c2)OCO3)N1CC1CCCO1 (configuration not stated)	7	0.77	-2	1	1	2	-5	3	23
17	COc1cccc(OC)c1C(=O)N1CCNCC1	20	0.86	-6	-6	0.97	-1	2	-1	14
18	Nc1nc(-c2ccco2)nc(N2CCCCC2)n1	16	1.1	-4	-3	1	4	0	1	-6
19	Cc1cc(C(C)(C)C)cc(C)c1COC(=O)C1CCC(=O)N1 (configuration not stated)	23	1.1	-6	-4	1.1	-2	-10	1	-11
20	Cc1cc([N+](=O)[O-])c(C)cc1-c1ccc(/C=N/n2cnnc2)o1	11	0.96	-5	-3	1	-2	0	3	4
21	CC1=CCC(C(=O)O)C(C(=O)Nc2nc3ccc(S(C)(=O)=O)cc3s2)C1 (configuration not stated)	4	0.97	-5	-3	1.1	1	-12	3	3
22	CCc1nc2ccccc2c(C(=O)Nc2ccc(C)cc2)c1C	19	1.1	-6	-5	1.1	-4	-7	0	-7
23	CN(C(=O)COc1ccc(Cl)cc1Cl)c1nnc(C23CC4CC(CC(C4)C2)C3)s1	6	1	-6	-1	1	-6	-4	2	0
24	O=C(O)C1CCN(C(=O)c2ccccc2N2C(=O)[C@@H]3Cc4c([nH]c5ccccc45)C(c4cccc(Cl)c4)N3C2=O)CC1 (some centres not stated)	-9	0.89	-3	-3	0.98	2	2	-64	12
25	O=C(NCCN1CCC(Cc2ccccc2)CC1)C1CCCN(S(=O)(=O)c2cnc[nH]2)C1 (configuration not stated)	-2	1.1	2	5	1	-3	-1	-5	-9
26	C=CCNC(=O)/C(=C\c1ccc2c(c1)OCO2)NC(=O)c1ccc(Br)cc1	-4	1	-3	0	1.2	-1	-16	-5	-2
27	CCc1ccc(/C=C2/SC(=S)N(CCC(=O)Nc3ccc(C(=O)O)cc3)C2=O)cc1	19	1.1	-7	-5	0.82	-5	18	4	-11
28	CC1CCN(C(=O)Nc2ccc3nsnc3c2)CC1	8	0.85	-1	0	1	-3	-1	22	15
29	Cc1ccc(C(=O)Nc2ccc(S(=O)(=O)N3CCN(C)CC3)cc2)cc1	-3	0.85	-4	-4	1.1	-1	-8	2	15
30	Cc1ccc(C)c(NC(=O)CSc2nc3ccccc3nc2N2CCOCC2)c1	4	0.84	-8	-4	0.91	0	9	0	16
31	COCCN(CC(=O)NCc1ccc(F)cc1)C(=O)CCC(=O)Nc1nccs1	10	0.99	-6	1	1	0	-4	4	1
32	CCOC(=O)c1cc2c(ccc3nc(C)c(C)c32)[nH]c1C	7	1.2	5	-7	1.2	-2	-21	-21	-25
33	CCOc1ccc(N=C2NC(=O)S/C2=C\c2ccc(O)cc2)cc1	29	0.78	-4	0	0.82	-3	18	-4	22
34	CC1CN(C)C(C)CC1OC(=O)C(c1ccccc1)c1ccccc1 (configuration not stated)	18	0.99	-9	-3	0.94	0	6	-1	0
35	CCCCCC1CCC(C(=O)NNC(=S)NCC)CC1 (configuration not stated)	44	1.6	1	1	1.1	-3	-12	1	-55
36	O=C1CC(N2CCN(C3CCc4ccccc4C3)CC2)C(=O)N1c1ccccc1 (configuration not stated)	16	0.96	-3	-9	0.97	4	3	0	4
37	CC(=O)Nc1cccc(-n2nnc(SCC(=O)Nc3ccccc3)n2)c1	1	1.1	-9	-4	1.2	-2	-16	2	-13
38	CCN1CCN(C(=S)c2ccc(Br)cc2)CC1	21	0.97	30	4	0.98	-4	2	3	3
39	Cn1cc([N+](=O)[O-])c(C(=O)NC2CCCC2)n1	18	1.1	-7	1	1	1	-1	1	-12
40	C=CC(=O)N=c1sc2ccccc2n1-c1ccccc1	28	0.9	-1	0	0.93	-6	7	-5	10
41	CCCN1CCC(N2CCCC(C(=O)O)C2)CC1 (configuration not stated)	16	1.2	-1	19	0.97	-1	3	-1	-19
42	Cc1cccc(NC(=O)C2CCCN2S(=O)(=O)c2ccc3c(c2)n(C)c(=O)c(=O)n3C)c1 (configuration not stated)	19	0.94	-8	-1	0.91	-2	9	-5	6
43	COc1ccc(CCNC(=O)CN2C(=O)NC3(CCCCC3)C2=O)cc1	7	0.95	-8	-4	1.1	-2	-6	0	4
44	CN(C)CCNC(=O)c1cc(Br)ccc1Cl	-5	1.1	-4	3	1	-1	-5	2	-11
45	Cc1nn2c(-c3ccncc3)ccnc2c1Br	12	0.97	2	-3	1.1	-4	-11	0	3
46	CC(=O)c1ccc(N2CCN(CCC#N)CC2)c(F)c1	10	1.1	0	0	0.95	4	5	-1	-8
47	O=C(COc1cccc2c1CCNC2=O)NC1CCCCC1	16	0.92	-3	1	0.97	0	3	1	8
48	Cc1ccc(C(=O)OCC(=O)NN2C(=O)NC3(CCC(C)CC3)C2=O)cc1 (configuration not stated)	0	0.9	-9	0	0.97	4	3	1	10
49	O=C(Cc1cccs1)NNC(=S)NC(=O)c1ccccc1	30	1.6	20	-3	0.95	-3	5	2	-59
50	CCOc1ccc(S(=O)(=O)Nc2cccc(C(=O)N3CCN(c4ccccc4O)CC3)c2)cc1	13	1.2	-4	-3	1.1	-6	-10	0	-23

Next part.
No.	mol	NALP3 yeast inh	hIAP act	A3G deaminase	APOBEC3A inh	mIAP act	MIN6 prolif	mIAP inh	SENP1 inh	hIAP block
51	COC(=O)c1ccc(CN2CCCC(C(=O)Nc3cccc(-n4cnnn4)c3)C2)cc1 (configuration not stated)	0	1.1	-5	-2	1	1	-2	1	-8
52	CCOP(=O)(OCC)c1nc(-c2ccc(OC)cc2)oc1N1CCOCC1	8	1	-12	-4	1	-1	0	2	-2
53	Cc1cccc(C(=O)N2CCN(Cc3ccc4c(c3)OCO4)CC2)c1	18	0.9	4	4	1	2	0	1	10
54	C=CCOc1ccccc1CNCc1cccnc1	-3	0.94	-3	-2	0.96	2	4	1	6

In the list so far, 7 have an aryl methoxy group.
No.	mol	NALP3 yeast inh	hIAP act	A3G deaminase	APOBEC3A inh	mIAP act	MIN6 prolif	mIAP inh	SENP1 inh	hIAP block
2	COc1ccccc1N(Cc1ccccc1)S(=O)(=O)c1cccc(C(=O)Nc2ccc(C)cn2)c1	2	1.1	-8	-3	0.98	-5	2	0	-10
4	COc1ccc(-c2nnc3sc(C(C)N4C(=O)c5ccccc5C4=O)nn23)cc1 (configuration not stated)	24	0.88	-5	-1	0.96	-2	4	-1	12
7	COc1ccc(S(=O)(=O)N2CCOC23CCN(S(=O)(=O)c2cc(C)ccc2OC)CC3)cc1	15	0.96	-4	0	0.95	3	5	-4	4
12	COc1ccccc1NC(=S)NCCc1ccc(F)cc1	12	0.96	-1	0	1.1	-4	-6	1	4
17	COc1cccc(OC)c1C(=O)N1CCNCC1	20	0.86	-6	-6	0.97	-1	2	-1	14
43	COc1ccc(CCNC(=O)CN2C(=O)NC3(CCCCC3)C2=O)cc1	7	0.95	-8	-4	1.1	-2	-6	0	4
52	CCOP(=O)(OCC)c1nc(-c2ccc(OC)cc2)oc1N1CCOCC1	8	1	-12	-4	1	-1	0	2	-2

Screening data from PubChem BioAssay.

A portion of the library; count on the stated rates, not on these rows.
